From PubChem BioAssay
KLK7 zymogen act = proKLK7 (human) activation, primary screen; activation, % at 7 µM; P49862; 370,000 tested, 0.9% active; purified proKLK7, EDANS-DABCYL substrate fluorescence; 100% is mature enzyme control, 0% vehicle;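 active = activation above the mean of all tested compounds plus 3 SD, computed per campaign excluding outliers beyond control limits, cut at about 13% in these data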
Target sequence (P49862 whole entry, looked up): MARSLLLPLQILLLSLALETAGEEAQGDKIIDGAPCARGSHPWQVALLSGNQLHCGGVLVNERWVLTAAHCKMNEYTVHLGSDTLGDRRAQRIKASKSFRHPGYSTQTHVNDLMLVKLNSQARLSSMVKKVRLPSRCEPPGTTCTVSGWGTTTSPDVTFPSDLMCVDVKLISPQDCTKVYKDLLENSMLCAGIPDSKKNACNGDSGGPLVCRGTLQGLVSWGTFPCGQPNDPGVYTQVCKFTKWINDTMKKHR
Tn7 DDE FP = DD(E)-Tn7 binding inhibition, primary FP screen. P02675. FP displacement of FITC-Tn7 peptide from fibrin DD(E); 0% = median of compound wells per plate. inhibition, % at 8.3 µM. 370,000 tested, 0.13% active;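 active = inhibition above the mean of compounds falling within the control limits plus 3 SD of them, cut at about 14% in these data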;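 also: 0% = plate median of compound wells and 100% = 10 µM Aha-Tn7 peptide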
Target sequence (P02675 whole entry, looked up): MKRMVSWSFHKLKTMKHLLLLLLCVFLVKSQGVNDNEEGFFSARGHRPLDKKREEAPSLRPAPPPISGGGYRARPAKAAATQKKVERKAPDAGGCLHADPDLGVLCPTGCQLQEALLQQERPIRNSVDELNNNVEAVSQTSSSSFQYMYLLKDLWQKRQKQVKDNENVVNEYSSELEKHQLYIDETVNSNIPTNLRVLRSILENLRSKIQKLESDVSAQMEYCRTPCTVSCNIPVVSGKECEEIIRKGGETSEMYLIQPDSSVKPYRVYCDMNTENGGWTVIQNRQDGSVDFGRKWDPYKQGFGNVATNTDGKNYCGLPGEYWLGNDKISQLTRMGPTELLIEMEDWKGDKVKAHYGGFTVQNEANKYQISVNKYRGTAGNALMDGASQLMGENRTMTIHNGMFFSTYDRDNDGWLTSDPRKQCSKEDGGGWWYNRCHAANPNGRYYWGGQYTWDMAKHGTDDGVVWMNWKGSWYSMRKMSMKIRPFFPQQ
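Assay system: human fibrin DD(E) protein / Input: 2 µM fibrin DD(E) / Benchmarks: high control of 10 µM Aha-Tn7 peptide / Measured by: fluorescence polarization of the labelled Tn7 tracer / Medium: Tris buffer with calcium and detergent, pH 7.8 / Timing: 10 min compound pre-incubation, 3 h probe incubation at room temperature / Repeats: one replicate per compound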
ARFGAP1 inh = inhibitors of rat ARFGAP1 | inhibition, % at 16.5 µM | Q62848 | AID 651572 | Arfgap1-stimulated ARF1 GTP hydrolysis, GDP FP detection | 360,000 tested, 0.26% active;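 active = inhibition above a per-plate limit, mean inhibition of low control wells plus 3 SD, cut at about 25% in these data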;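 also: 0% = DMSO wells with enzyme and 100% = wells lacking Arfgap1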
Target sequence (Q62848 1-136 limits assumed): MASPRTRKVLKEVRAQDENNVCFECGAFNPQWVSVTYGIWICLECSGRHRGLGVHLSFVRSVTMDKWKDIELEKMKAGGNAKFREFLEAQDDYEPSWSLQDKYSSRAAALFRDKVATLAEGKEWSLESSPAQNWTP
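Assay system: purified rat His6-Arfgap1 residues 1-136 (GAP domain); Reagent: human Δ17 ARF1 bound to GTP; Dosing: 16.5 µM single point, 1.26% DMSO; Times: GTP hydrolysis reaction 2 h at 25 °C; Signal: FP, GDP Alexa 633 tracer displaced from anti-GDP antibody, 620/688 nm; Measure: % inhibition from polarization.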
ASAP1 inh = ASAP1 ArfGAP inhibition; Q9ULH1; ASAP1-stimulated ARF1 GTP hydrolysis, GDP FP detection; inhibition, % at 16.5 µM; 360,000 tested, 0.19% active; AID 624377; in the data active = inhibition above about 25%;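 also: 0% = vehicle with enzyme and substrate and 100% = no enzyme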
PLC-beta3 inh = blocks human PLC-beta3 enzyme activity. AID 720704. inhibition, % at 12.2 µM. Purified PLC-beta3, fluorogenic substrate, fluorescence. 370,000 tested, 0.18% active; in the data active = inhibition above about 11%;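 also: 0% = median of compound wells on plate and 100% = full blocker control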
PLCg1 inh = blocks human PLC-gamma1 enzyme activity. purified PLC-gamma1, fluorogenic substrate, fluorescence. P19174. AID 720700. 370,000 tested, 0.84% active. inhibition, % at 12.2 µM; in the data active = inhibition above about 9.5%
UHRF1 MBD2 ctr = blocks human UHRF1 binding to methylated DNA. UHRF1 binding to methylated oligo, TR-FRET. inhibition, % at 4.4 µM. 370,000 tested, 0.75% active; in the data active = inhibition above about 21%;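 also: UHRF1 SRA domain binding a hemimethylated CpG hairpin DNA probe; 0% = median of test compound wells and 100% = reference inhibitor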
NR1D1 modulator = modulates human Rev-erb alpha binding to DNA; Rev-erbα–FITC-DNA binding, fluorescence polarization, 90 min; activity, % at 10 µM; AID 1259318; P20393; 370,000 tested, 0.79% active;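 active = activity above about 14%, limit read from the data; passing the limit was not always enough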;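 also: 0% = DMSO wells with 35 nM protein and 100% = DMSO wells with 750 nM protein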
HGIII-sPLA2 inh = Inhibits HGIII-sPLA2 liposome hydrolysis, primary screen. inhibition, % at 12.2 µM. QFRET BODIPY PC-A2 liposome hydrolysis, fluorescence. Q9NZ20. 370,000 tested, 0.56% active;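 active = inhibition above mean plus 3 SD of compounds lying within the high and low control bounds, cut at about 19% in these data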;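 also: 0% = median of test compound wells and 100% = no enzyme DMSO wells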
DDE Tn6 FP inh = disrupts Tn6 cyclic peptide binding to fibrin D-Dimer-E complex | 370,000 tested, 0.21% active | P02675 | Fibrin DD(E) TRITC-Tn6 fluorescence polarization displacement | inhibition, % at 8.3 µM;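 active = inhibition above a per-campaign cutoff: mean of compounds within control limits plus 3 SD, cut at about 15% in these data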;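 also: 0% = median of all compound wells on the plate and 100% = blocking peptide control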
Active calls of the source: *; . = not tested or not shown; & = joins results of further samples.

HGIII-sPLA2 inh	ASAP1 inh	KLK7 zymogen act	NR1D1 modulator	UHRF1 MBD2 ctr	PLC-beta3 inh	PLCg1 inh	Tn7 DDE FP	ARFGAP1 inh	DDE Tn6 FP inh	SMILES
-19	8	0.1	-6	3	2	9.6*	-11	8	-4	O=C(C(c1ccccc1)c1ccccc1)N1CCN(CC(O)COc2ccccc2)CC1 (stereo not given)
9	-7	-0.4	5	-2	-15	-3	-4	2	-4	CCOc1ccccc1CN1CCNC(=O)C1CC(=O)NCCc1ccccn1 (stereo not given)
8	11	-1.8	-9	1	-139	-95	-2	14	-1	CC(C)=CCc1c(O)cc2oc3c(CC=C(C)C)c(O)c(O)c(CC=C(C)C)c3c(=O)c2c1O
-4	-5	0.0	4	-1	0	0	1	-7	1	COc1ccc(-c2c(C)oc3ccc(C)cc23)cc1
3	.	0.4	3	0	-3	-3	-7	.	-6	C[C@@H]1COc2cccc(N3CCCC3)c2S(=O)(=O)N1C
-10	2	-0.8	4	8	-35	-27	-7	7	-7	CCN(c1ccccc1)S(=O)(=O)c1ccc(Cl)c(NC(=O)Nc2ccc(Cl)cc2C#N)c1
8	1	0.6	1	3	-8	-11	-2	3	1	Cc1nc2c(OCc3ccc(C(F)(F)F)cc3)cccn2c1N(C)CC1CC1
15	2	0.5	-2	-3	2	3	-4	-4	7	O=C(NC(=S)N1CCc2ccccc21)c1ccccc1
6	-9	-0.7	4	-2	-6	2	-1	-17	2	O=C(NCCC1=CCCCC1)c1c(O)nc2sccn2c1=O
-1	7	0.9	-12	0	-25	-13	-9	5	2	COc1ccc(C2CC(c3cccs3)=NN2C(=O)CSc2nc(=O)n3ccc(C)cc3n2)cc1 (stereo not given)
1	-8	-0.4	-1	-2	-6	0	2	5	-4	CC(=O)Oc1ccc(Cn2c(C)c(C(=O)NCc3ccc4c(c3)OCCO4)sc2=O)cc1
-1	-7	0.9	-2	-1	1	-1	5	17	-10	O=C(NCc1ccco1)C1CCCN(c2ncnc3c2nc2n3CCCCC2)C1 (stereo not given)
0	2	0.3	2	0	-4	1	4	-5	-9	CCOc1ccc(NC(=O)Nc2ccon2)cc1
-1	3	-0.7	3	-2	2	4	-6	-6	3	CC(=O)Nc1ccc(C(C)=NNC(=O)C2CCCC2)cc1
-14	11	0.0	-1	-3	-11	-8	0	-2	2	COc1ccc(Cc2nnc(NC(=O)c3cc(OC)c(OC)c(OC)c3)s2)cc1
1	2	1.1	0	-2	1	-3	-1	-4	-1	NC(=O)CN1CCN(S(=O)(=O)c2ccc(Cl)cc2)CC1
2	-1	0.3	1	-2	1	1	7	2	-1	O=C(Cn1ncc2c1-c1ccccc1OC2)Nc1ccc(Cl)cn1
-5	-11	0.1	2	3	0	6	3	4	1	O=C(c1cccc(C(F)(F)F)c1)N1CCC(=O)N(C(CO)Cc2ccccc2)CC1 (stereo not given)
-14	3	0.5	-3	-1	-1	-1	-7	7	6	CC1CCC/C(=N/NC(=O)c2ccccc2-n2cccc2)C1 (stereo not given)
18	-6	-0.2	15	5	-2	1	0	-1	-8	Cc1ccc(CNC(=O)c2ccc(CNc3c(N4CCCC4)c(=O)c3=O)cc2)cc1
7	0	-0.2	-5	1	6	-2	-11	9	1	CC(NC(=O)Nc1nccs1)(C(F)(F)F)C(F)(F)F
-3	-15	0.0	1	1	1	-1	-5	4	-9	COc1ccc(CC2C(=O)OC(C)(C)OC2=O)cc1
-21	16	0.4	0	2	-76	-52	-3	1	-2	N=C1C(=O)OCC1c1cc(Cl)ccc1NC(=O)Nc1ccccc1 (stereo not given)
5	10	-0.2	2	0	-2	0	3	8	1	O=C(Nc1ccc(N2CCOCC2)cc1)c1ccc2c(c1)OCO2
3	0	0.3	9	0	2	0	2	2	-2	OC(CSc1ccccc1)CN1CCN(c2ccccc2)CC1 (stereo not given)
-3	6	0.3	-4	-4	-3	5	-6	-5	-9	CCOC(=O)C(=O)NCC(c1ccco1)S(=O)(=O)c1cccs1 (stereo not given)
4	4	0.0	3	-1	1	1	2	5	-5	O=C(NC1=NCCS1)c1ccc(N2CCCC2=O)cc1
-2	-5	-0.3	-1	3	-4	-1	0	-16	-1	O=C(OCC(=O)N1CCCCC1)c1ccc2c(c1)C(=O)N(Cc1ccco1)C2=O
10	-9	-0.4	-7	1	-1	-2	7	0	-1	COC(=O)c1cc(=O)n(CCc2ccc(OC)c(OC)c2)c(=Nc2ccc(F)c(Cl)c2)s1
6	-12	0.0	-1	-2	-8	2	5	-5	18*	Nc1ccc(N2CCOCC2)c(S(=O)(=O)Nc2ccccc2Cl)c1
-11	-6	0.4	-2	-1	-4	-4	2	-5	4	O=C(c1cc(S(=O)(=O)N2CCOCC2)ccc1Cl)N1CCC(Cc2ccccc2)CC1
2	-8	-0.3	-2	4	-1	-3	-10	9	0	CC(C)CC[C@@H](O)[C@](C)(O)C1CC[C@@]2(O)C3=CC(=O)[C@@H]4C[C@@H](O)[C@@H](O)C[C@]4(C)C3CC[C@]12C (stereo not given in full)
3	5	-0.4	-1	1	-6	1	5	2	-1	O=C(Cc1csc(NC(=O)c2ccccc2)n1)NO
-1	-4	0.5	8	-1	2	1	-1	10	0	CCOC(=O)CSC1=C(C#N)C(c2ccccc2OC)CC(=O)N1 (stereo not given)
-2	0	-0.8	-7	0	-8	-9	-12	2	-4	CCCCCCc1cc2cc(C(=O)Nc3ccccc3OC)c(=O)oc2cc1O
4	2	0.3	0	2	0	-1	1	3	-1	N#C/C(=C\Nc1ccccc1SC(F)(F)F)c1nc(-c2ccc(Cl)cc2)cs1
6	-5	-0.1	7	2	2	4	0	-1	2	O=C(Nc1cc2c(cc1Br)OCCO2)c1cccs1
1	-7	0.6	2	0	-5	-2	-5	9	4	COc1ccc(NC(=O)C2CC2)cc1S(=O)(=O)N1CCOCC1
2	3	1.0	0	1	4	3	-5	-8	6	CC(NC(=O)[C@H](C)NC(=O)N1CCn2c1nc1ccccc12)c1ccccc1 (stereo not given in full)
-1&-4	3&12	1.0&-0.3	5&-1	0&0	-4&1	3&3	7&-2	9&0	3&-8	COC(=O)C1(C(=O)OC)C[C@H](c2ccc(OC)cc2)N(Cc2ccccc2OC)[C@@H]1c1cccs1
2	-8	-0.5	-1	2	-4	-4	8	2	-1	Cc1ccc(S(=O)(=O)NNC(=O)c2ccoc2C)cc1
-1	-18	-0.5	-8	-1	-3	0	5	-8	-1	COc1cc(Cl)c(NS(=O)(=O)c2c(C(=O)N3CCCC3)c(C)n(C)c2C)c(OC)c1
-4	3	0.1	-1	-4	-19	-11	-6	-12	-8	COc1ccc2[nH]c(=S)cc(C)c2c1
3	-4	-0.4	5	4	-5	-2	8	-3	-4	Cc1cccc2c(N)c3c(nc12)CCCC3 (tested in a mixture with another compound)
-10	-1	-0.8	-3	0	-4	-2	-5	-10	7	CC(C)(C)c1ccc(C(=O)NNC(=O)c2ccncc2)cc1
1	7	-0.2	1	-1	-3	-3	2	1	0	Cc1ccc2nc(-c3ccccc3)c(CN3CCOCC3)n2c1
5	10	-0.7	2	-2	-2	2	5	-16	-1	COc1ccc(C)cc1NC(=O)CNC(=O)[C@@H]1Cc2ccccc2CN1
7	7	0.2	-3	3	8	11*	3	-2	0	COc1ccc(S(=O)(=O)Nc2c(C)nc3nc(C)[nH]n3c2=O)cc1
-6	2	-16	1	0	-31	-13	0	11	-4	Cc1nc(C(=O)Nc2ccc(Cl)cc2)sc1C1(C)CC(c2ccccc2)=NO1 (stereo not given)
5	2	0.3	-1	4	-10	-2	4	-5	-5	Cc1ccc(S(=O)(=O)Nc2ccc(C(=O)N3CCOCC3)cc2)cc1

Some of the entries so far, as labelled records:
> O=C(NC(=S)N1CCc2ccccc21)c1ccccc1
  HGIII-sPLA2 inh: 15 | ASAP1 inh: 2 | KLK7 zymogen act: 0.5 | NR1D1 modulator: -2 | UHRF1 MBD2 ctr: -3 | PLC-beta3 inh: 2 | PLCg1 inh: 3 | Tn7 DDE FP: -4 | ARFGAP1 inh: -4 | DDE Tn6 FP inh: 7
> O=C(NCCC1=CCCCC1)c1c(O)nc2sccn2c1=O
  HGIII-sPLA2 inh: 6 | ASAP1 inh: -9 | KLK7 zymogen act: -0.7 | NR1D1 modulator: 4 | UHRF1 MBD2 ctr: -2 | PLC-beta3 inh: -6 | PLCg1 inh: 2 | Tn7 DDE FP: -1 | ARFGAP1 inh: -17 | DDE Tn6 FP inh: 2

Next part.
HGIII-sPLA2 inh	ASAP1 inh	KLK7 zymogen act	NR1D1 modulator	UHRF1 MBD2 ctr	PLC-beta3 inh	PLCg1 inh	Tn7 DDE FP	ARFGAP1 inh	DDE Tn6 FP inh	SMILES
0	7	0.4	2	-3	0	-1	-5	0	0	COc1ccc(S(=O)(=O)N2CCC(C(=O)N[C@@H](C)C(=O)NCc3ccncc3)CC2)cc1
4	1	-0.3	9	4	-10	-1	-2	10	-16	Cc1cnc(C(=O)OC(C)C(=O)Nc2ccc(Oc3ccccc3)cc2)cn1 (stereo not given)
-8	-16	0.1	-1	1	-2	-2	5	-6	1	COc1ccc(S(=O)(=O)N(C)c2ccc(C(=O)NCc3ccco3)cc2)cc1OC
3	2	-1.3	-2	-3	0	-1	-6	8	-7	COc1cc(NC(=O)c2cc(-c3ccco3)on2)cc(OC)c1OC
9	3	0.4	-3	3	4	4	-3	7	6	Cc1ccccc1OCc1nnc(SCC(=O)Nc2ccc3nc(SCC(=O)NC(C)(C)C)sc3c2)n1C
1	14	-0.2	0	1	-10	0	-1	0	-5	CCOC(=O)Cc1csc(N/N=C/c2ccc(Cl)cc2)n1
-11	6	0.3	-2	5	-5	7	0	-10	-6	CN1C(=O)Cc2cc(S(=O)(=O)N3CCN(c4ccc(Cl)cc4)CC3)ccc21
14	5	0.1	5	4	0	1	9	22	-4	CN(C(=O)CSc1n[nH]c(-c2cccs2)n1)C1CCS(=O)(=O)C1 (stereo not given)
14	-9	0.1	-3	6	-5	-2	3	15	3	CCOC(=O)CCNC(=O)N1CCCC(C(=O)c2cc(C)c(OC)c(C)c2)C1 (stereo not given)
-6	-5	0.4	1	-2	-19	-16	-3	-1	-4	CCCCn1c(N)c(N(CCOC)C(=O)c2oc3ccc(Br)cc3c2C)c(=O)[nH]c1=O
7	-4	0.2	-2	2	2	7	-6	7	-4	COC(=O)CNC(=O)COc1ccccc1
-1	-4	0.9	6	1	1	2	1	-4	-1	CCN1C(=O)[C@H]2[C@@H](c3ccc(Cl)cc3)N3C(=O)CN(CCOC)C(=O)[C@@]3(C)[C@H]2C1=O
1	6	0.3	-7	-6	-6	-5	-6	4	-5	C[C@H](CO)N1C[C@H](C)[C@H](CN(C)C(=O)Nc2ccc(N3CCCCC3)cc2)OCc2cnnn2CCCC1=O
3	-12	-0.6	-6	-2	2	6	-6	-10	-1	O=C(CSc1nnc(Nc2ccccc2F)s1)NC1CC1
1	1	1.9	2	-2	-103	-73	1	9	-2	Cc1ccc2nc(COC(=O)c3cccnc3Cl)cc(=O)n2c1
